# D2 potentiator: positive allosteric modulators of human D2 dopamine receptor. AID 485347. potentiation, % at 10 µM. 340,000 compounds, 0.34% hits. HEK293 T-REx D2, calcium flux, EC20 dopamine potentiation;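 active = potentiation over 3 SD above the plate norm, cut at about 30% in these data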; note: 0% is about no effect
#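 Potentiation of an EC20 dopamine calcium response measured kinetically over 180 s, after a preceding 180 s compound-only read flagging agonists. Cells: inducible Hek293 Trex D2 line, 4000/well, cultured overnight at 30 C before dye loading.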
# TRHR enhancer: TRH receptor (human) allosteric enhancement; 360,000 compounds, 0.66% hits; TRHR cells, fluo-8 calcium fluorescence, EC20 TRH enhancement; enhancement, % at 2 µM; AID 493056; P34981; in the data active = enhancement above about 30%; note: 0% is about no effect
# Target sequence (P34981 whole entry, looked up): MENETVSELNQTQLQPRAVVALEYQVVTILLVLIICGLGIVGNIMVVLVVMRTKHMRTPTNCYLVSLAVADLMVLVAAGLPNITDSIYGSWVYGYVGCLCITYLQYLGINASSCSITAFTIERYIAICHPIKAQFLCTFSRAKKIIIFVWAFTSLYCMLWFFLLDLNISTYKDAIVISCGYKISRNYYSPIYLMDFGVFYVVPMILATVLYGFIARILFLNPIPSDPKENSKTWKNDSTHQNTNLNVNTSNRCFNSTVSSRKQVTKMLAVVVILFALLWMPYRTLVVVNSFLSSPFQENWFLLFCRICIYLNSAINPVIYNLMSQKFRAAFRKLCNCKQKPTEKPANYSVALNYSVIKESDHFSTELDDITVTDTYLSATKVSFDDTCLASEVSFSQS
#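 Enhancer read-out: after compound pinning and an initial kinetic agonist-mode read, an EC20 of TRH (10 nM final) was injected and fluo-8 calcium signal (Ex 480/Em 530) followed at 1 s/cycle for 100 cycles in TRHR-expressing cells.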
# D1 antag: human D1 dopamine receptor antagonism; HEK293 TREx D1 cells, calcium flux, dopamine EC80; hits give low values; 360,000 compounds, 3.2% hits; activity change, negative = inhibition, % at 10 µM; P21728; in the data active = activity change below about -30%; note: % is set by controls: 0 for no effect and ±100 for the full control effect
# Target sequence (P21728 whole entry, looked up): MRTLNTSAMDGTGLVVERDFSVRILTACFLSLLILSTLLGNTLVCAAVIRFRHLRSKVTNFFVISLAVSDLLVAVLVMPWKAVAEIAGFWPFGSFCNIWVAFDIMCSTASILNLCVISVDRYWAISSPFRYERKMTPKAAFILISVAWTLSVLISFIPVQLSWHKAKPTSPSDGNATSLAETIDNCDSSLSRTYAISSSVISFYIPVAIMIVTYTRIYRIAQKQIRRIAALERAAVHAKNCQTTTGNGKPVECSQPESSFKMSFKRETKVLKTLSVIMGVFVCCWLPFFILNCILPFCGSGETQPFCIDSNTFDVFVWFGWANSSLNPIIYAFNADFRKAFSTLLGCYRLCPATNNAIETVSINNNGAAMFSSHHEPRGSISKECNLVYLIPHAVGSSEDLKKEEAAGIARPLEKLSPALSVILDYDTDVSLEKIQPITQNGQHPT
#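 Allosteric or orthosteric antagonism assessed as attenuation of the calcium response to EC80 dopamine, added 180 s after compound, in induced HEK293 Trex D1 cells loaded with no-wash calcium dye.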
# TRHR agonist: TRH receptor (human) agonism; P34981; TRHR cells, calcium flux fluo-8, FDSS agonist mode; activation, % at 2 µM; 360,000 compounds, 0.18% hits; AID 493084; note: 0% is about no effect
#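 Agonist-mode FDSS calcium read (Ex 480/Em 530, 1 s cycles) in 1536-well TRHR cells with fluo-8 dye, after 10-cycle baseline and 23 nL compound addition; TRH at EC20 (10 nM final) added afterwards for the enhancer phase.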
# D2 ag: D2 dopamine receptor (human) agonism. AID 485358. 340,000 compounds, 0.53% hits. activation, % at 2 µM. HEK293 T-REx D2 cells, calcium flux agonist mode;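 active = activation over 3 SD above normal in the single-dose calcium agonist read, cut at about 30% in these data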; note: 0% is about no effect
#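 Agonism is scored from calcium flux in a force-coupled, inducible HEK293 cell line expressing D2, read kinetically for 180 s after compound addition against dopamine controls.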
# D1 PAM: potentiators of human D1 dopamine receptor. 360,000 compounds, 0.036% hits. AID 504651. HEK293 TREx D1 cells, calcium flux, dopamine EC20 potentiation. P21728. potentiation, % at 10 µM; in the data active = potentiation above about 30%; note: 0% is about no effect
# D1 ag: activates the human D1 dopamine receptor. P21728. HEK293 T-REx D1 cells, calcium flux, agonist mode. activation, % at 2 µM. 360,000 compounds, 1% hits. AID 504660; note: 0% is about no effect
#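 Tetracycline-induced HEK293 TREx D1 cells, force-coupled to calcium signalling, were dye-loaded with a no-wash calcium kit. Compound was pin-added after a 10 s baseline. Fluorescence was read kinetically at 1 cycle/s for 180 s, with calcium rises flagged as agonism.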
# RXFP1 antag: RXFP1 (human) relaxin receptor antagonism. HEK293-RXFP1, relaxin-stimulated cAMP HTRF, 30 min; hits give low values. 350,000 compounds, 0.59% hits. Q9HBX9. activity change, negative = inhibition, % at 57.5 µM;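 active = activity change of -60% or lower, but not beyond a set lower limit; inconclusive = change between -60% and -40%, or beyond the set limit; inactive = change above -40%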; note: % is set by controls: 0 for no effect and ±100 for the full control effect
# D2 antagonist: D2 dopamine receptor (human) antagonism | P14416 | HEK293 TREx D2 cells, calcium flux, dopamine EC80 | AID 485344 | inhibition, % at 10 µM | 340,000 compounds, 2% hits; in the data active = inhibition above about 30%; note: 0% is about no effect
#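 Antagonism is scored as inhibition of an EC80 dopamine-evoked calcium signal in a force-coupled, tetracycline-inducible HEK293 T-REx D2 line, with compound present 180 s before agonist.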
# * marks the source's active call; other numbers are inactive results; u = inconclusive; x = no result given; & = joins results of further samples. Cut-off read from the data, not from the text of the source, unless noted: active = activation above about 30%; inactive = the rest.
SMILES,D2 potentiator,TRHR enhancer,D1 antag,TRHR agonist,D2 ag,D1 PAM,D1 ag,RXFP1 antag,D2 antagonist
Cc1ccc(S(=O)(=O)N2CCOCC2)cc1NC(=O)CSCc1c(C)noc1C,-5,8,1,0.8,0.3,-4,3,2,-17
O=S(=O)(c1ccc(Cl)cc1)N1CCN(CCc2ccncc2)CC1,x,-1,1,0.7,-3.0,1,1,2,-35
CSC1=NCCN1C(=O)c1cccc(Br)c1,1,-1,-2,-0.9,-1.0,0,0,-7,-1
Cc1cc(=O)[nH]c(SCC(=O)Nc2c(C)n(C)n(-c3ccccc3)c2=O)n1,9,-2,6,0.0,0.2,x,5,-1,-20
COc1cc(C(=O)Nc2cccc(-c3nc4cc(C)ccc4o3)c2C)cc(OC)c1OC,2,3,-9,0.5,-0.9,-6,1,-14,9
COc1ccc(NC(=O)COc2ccc(C(=O)OCC(=O)N(C(C)C)C(C)C)cc2OC)cc1,-2,4,7,0.2,0.6,2,4,-1,-4
CCCCCCCCNC(=S)NCCN1CCCCC1,-3,10,14,0.6,0.8,-7,29,-1,-12
COc1ccc(-n2c(SCC(=O)Nc3ccc(C(=O)O)cc3)nnc2-c2ccccc2)cc1OC,12,16,0,-2.2,-3.1,-7,7,10,5
COc1cc(Cl)c(C)cc1NC(=O)c1ccc(NS(=O)(=O)c2ccc(F)c(F)c2)cc1,-1,1,-6,-0.1,0.4,3,3,2,3
COc1ccc(C(=O)COC(=O)c2ccc(Cl)nc2)c(OC)c1,8,-1,0,-0.2,0.0,-2,7,-9,-14
COc1ccc(C(=O)Nc2cccc(C)c2)cc1S(=O)(=O)N1CCOCC1,x,14,7,-0.6,x,-4,6,-13,x
Cc1cccc(-c2nc3ccccc3c(=O)[nH]2)c1,1,4,-30*,0.0,0.6,10,0,-17,-6
COc1ccc(NC2CCCN(C(=O)CSc3ccccc3)C2)cc1OC (configuration not stated),0,-4,-2,-0.6,-0.1,-5,4,-8,-13
O=C(COc1ccc2ccc(=O)oc2c1)NC1CCCCC1,-4,-3,-5,-0.3,-0.1,-4,2,2,-16
CCC(C)(CC(=O)O)CC(=O)Nc1cc(C(F)(F)F)cc(C(F)(F)F)c1 (configuration not stated),-2,1,4,-1.0,-1.6,2,1,-7,13
CC(=O)NCC(=O)NC1CC(C)(C)Cc2c1cnn2-c1ccccc1 (configuration not stated),-7,1,14,0.6,0.5,-3,1,-9,-10
CCN1CCCC1CNC(=O)Cn1cc2c(n1)CCC(C)C2 (configuration not stated),x,-5,2,0.0,x,1,0,1,x
Cc1ccc(N(C(C)C(=O)Nc2ccc(S(=O)(=O)N3CCOCC3)cc2)S(C)(=O)=O)cc1 (configuration not stated),-3,10,7,-0.1,-0.5,-6,1,-12,-8
CCCC1=C/C(=C/c2ccc(-c3ccccc3OC)o2)C(=O)O1,0,-2,5,1.1,1.4,-11,6,-4,5
O=C(CN1CCOCC1)Nc1ccccc1Cl,-28,-3,7,0.0,-0.1,0,0,2,-3
O=C(c1ccc(Cl)cc1)C1C2C(=O)N(c3ccccc3)C(=O)C2C2CCCN21 (configuration not stated),-14,-10,-12,4.0,1.9,0,13,1,30
CCC(C)c1ccc(NC(=O)c2cnn3c(C(F)F)cc(C)nc23)cc1 (configuration not stated),0,-4,x,0.2,0.0,-5,-1,-16,-3
COc1ccc2[nH]c(=O)c(CN(Cc3cccs3)C(=S)Nc3ccccc3)cc2c1,8,-1,-1,0.1,-1.3,-4,3,x,-24
CC(C)CNC(=O)/C=C/C(=O)O,7&5,2&-3,-8&6,0.1&0.4,0.1&0.1,1&0,1&1,15,0&-6
Cc1ccc(/C=N/Nc2cccc3cccnc23)c(O)c1,x,0,20,0.0,x,-2,-1,13,x
CNC(=O)CSc1nc(-c2ccccc2)c(-c2ccccc2)o1,x,3,10,0.0,x,0,0,5,x
O=C(O)/C(=C\c1c(C(=O)O)[nH]c2cc(Cl)cc(Cl)c12)c1ccccc1,3,2,4,0.5,-0.8,-5,0,x,2
CCOC(=O)c1c(C)n(-c2ccccc2)c2ccc(OC(=O)c3ccccc3)cc12,-2,-2,-10,1.3,1.0,0,9,-21,x
CN(Cc1ccccc1)C(=O)c1nc2ccccn2c1CNCCn1cccn1,15,34*,-4,-0.7,1.7,0,10,-4,9
COc1ccc(CNC(=O)[C@H](Cc2c[nH]c3ccccc23)NC(C)=O)cc1OC,2,-1,0,0.0,1.9,-5,1,-12,12
CC(=O)c1c(Nc2ccc3c(c2)OCCO3)oc(C)cc1=O,2,0,12,-0.2,-0.1,-2,1,-28,6
CCCCOC(=O)C1=C(C)Nc2ncnn2C1c1ccc(OC)c(OC)c1OC (configuration not stated),-4,2,16,-0.6,-1.0,2,0,-4,10
Cc1cccc(OCCC(=O)Nc2ccc(N3CCOCC3)cc2N2CCOCC2)c1,3,6,-10,0.1,0.2,-2,1,5,0
CCCCn1c(SCC(=O)NC(C)CC)nc2ccc(N3CCOCC3)cc2c1=O (configuration not stated),-3,-7,5,-0.1,-0.3,-2,2,-5,-8
COc1ccc2cc(C(=O)N3CCN(c4ccc(F)cc4)CC3)[nH]c2c1,11,6,13,-0.2,0.2,-1,2,2,-15
c1ccc(Nc2nn[nH]n2)cc1,7,0,20,0.0,0.6,-9,2,-7,-5
CC1(c2ccccc2)NC(=O)N(CC(=O)N2CCOCC2)C1=O (configuration not stated),-3,-2,-6,0.6,-0.4,3,7,10,0
COc1ccc(OCCN2C(=O)c3cccc(N)c3C2=O)cc1,21,3,1,-0.7,0.3,-4,2,7,-20
CCOC(=O)c1cc(C#N)c(Nc2ccccc2OC)nc1C(F)(F)F,-12,-3,2,1.0,1.0,3,5,2,-7
Cc1ccccc1C(=O)NNc1ccc(-c2csnn2)cc1,-7,-2,-6,-0.6,0.4,-2,6,-5,-16

# Part of the list above in order of SMILES length, highest first:
SMILES,D2 potentiator,TRHR enhancer,D1 antag,TRHR agonist,D2 ag,D1 PAM,D1 ag,RXFP1 antag,D2 antagonist
CCCCn1c(SCC(=O)NC(C)CC)nc2ccc(N3CCOCC3)cc2c1=O (configuration not stated),-3,-7,5,-0.1,-0.3,-2,2,-5,-8
CCOC(=O)c1cc(C#N)c(Nc2ccccc2OC)nc1C(F)(F)F,-12,-3,2,1.0,1.0,3,5,2,-7
CC1(c2ccccc2)NC(=O)N(CC(=O)N2CCOCC2)C1=O (configuration not stated),-3,-2,-6,0.6,-0.4,3,7,10,0
COc1ccc(OCCN2C(=O)c3cccc(N)c3C2=O)cc1,21,3,1,-0.7,0.3,-4,2,7,-20
Cc1ccccc1C(=O)NNc1ccc(-c2csnn2)cc1,-7,-2,-6,-0.6,0.4,-2,6,-5,-16
c1ccc(Nc2nn[nH]n2)cc1,7,0,20,0.0,0.6,-9,2,-7,-5

# (more compounds)
SMILES,D2 potentiator,TRHR enhancer,D1 antag,TRHR agonist,D2 ag,D1 PAM,D1 ag,RXFP1 antag,D2 antagonist
COc1ccc(NC(=O)CSc2nncs2)cc1OC,2,1,0,-0.2,-0.2,-6,2,15,3
COc1ccc(C(=O)Nc2ccc(N3CCOCC3)cc2)cc1OC,0,-1,-11,1.0,0.0,3,0,-14,-5
Cc1c(C(=O)N2CCCC(C)C2)sc2ncnc(N3CCCCC3C)c12 (configuration not stated),10,-8,16,-2.2,-1.4,4,3,-8,5
O=C(CCc1ccccc1)OCC(=O)c1cccc([N+](=O)[O-])c1,5,1,-3,-1.3,-0.4,0,6,-15,19
O=C(CN1CCc2cc3c(cc2C1)OCCCO3)Nc1c(F)cccc1F,-3,5,-2,0.3,1.0,-3,10,9,42*
Nc1ccc(-c2nc3cc([N+](=O)[O-])ccc3o2)cc1,18,1,-13,-1.0,1.0,-3,0,0,-6
COCCNC(=O)C(=O)Nc1cc2c3c(c1)CC(=O)N3CCC2,3,-5,-5,0.0,-0.2,-1,2,8,-1
CC(=O)c1cccc(NC(=O)COC(=O)c2ccccn2)c1,x,1,-3,0.3,3.8,-5,3,-11,-16
Cn1c2ccccc2c(=O)c2c(=O)n(C3CCCCC3)c(-c3cccs3)nc21,-5,-13,-32*,23,21,-4,116*,5,7
Cc1cccc(NC(=O)C2CC2c2ccccc2)c1C (configuration not stated),4,27,-26,-0.5,-2.8,1,2,x,0
Cn1c(=O)n(CC(N)=O)c2ccccc21,10,-6,-23,0.5,1.0,0,2,-10,-5
COc1ccc(C)cc1S(=O)(=O)N1CCN(C(=O)c2ncoc2-c2ccc(F)cc2)CC1,13,7,2,-0.8,-0.2,-3,4,12,-20
CCc1c(C)c(C#N)c2nc3ccccc3n2c1NCCN(C)C,x,2,18,0.0,x,-5,1,12,x
Cc1ccc(-c2cc(C(=O)NCCN3CCOCC3)no2)cc1,x,4,-10,0.4,x,-1,-3,-3,x
O=C(COc1cccc2c1CCNC2=O)NC1CCCCC1,7,0,-11,0.3,-0.1,2,10,-12,3
O=C(Nc1ccccc1Cl)C1CCCN(S(=O)(=O)c2cccc3cccnc23)C1 (configuration not stated),17,6,-12,1.5,-4.0,-5,10,3,-4
COc1ccc([C@H]2CC(=O)C=C(c3ccc(C(=O)O)cc3)C2)cc1OC,-5,-3,x,-0.6,x,-5,2,x,x
O=C(CCc1nc(-c2ccccc2Cl)no1)NC1CCCCC1,-2,-8,6,0.0,-0.5,-3,5,-10,-2
O=C(C1CCN(S(=O)(=O)N2CCOCC2)CC1)N1CCN(c2ccccc2)CC1,-7,0,-12,0.1,0.1,0,1,-22,8
CN(C)CCC(=O)N1c2ccccc2Sc2ccc(Cl)cc21,6,27,-13,-0.8,-1.9,-5,8,u,-2

# The final 2 compounds of the section before open the next one.
SMILES,D2 potentiator,TRHR enhancer,D1 antag,TRHR agonist,D2 ag,D1 PAM,D1 ag,RXFP1 antag,D2 antagonist
O=C(C1CCN(S(=O)(=O)N2CCOCC2)CC1)N1CCN(c2ccccc2)CC1,-7,0,-12,0.1,0.1,0,1,-22,8
CN(C)CCC(=O)N1c2ccccc2Sc2ccc(Cl)cc21,6,27,-13,-0.8,-1.9,-5,8,u,-2
O=C1CC(c2ccc(Cl)cc2)n2nc(NS(=O)(=O)c3ccc(F)cc3)nc2N1 (configuration not stated),11,7,-1,-1.4,-0.6,4,3,-14,20
Cc1ccc(S(=O)(=O)c2c(C)cc(C)nc2Oc2cccc(C(F)(F)F)c2)cc1,-4,-10,-7,1.9,1.0,-5,11,-12,-29
O=S(=O)(NCc1ccc(F)cc1)c1ccc2[nH]c3c(c2c1)CCCCC3,5,-10,-19,0.6,0.6,-5,8,-10,x
CCOc1ccc(CCNS(=O)(=O)c2ccc(-c3ccc(=O)[nH]n3)o2)cc1OCC,-2,5,-1,0.3,0.5,-7,2,8,-2
COc1ccc(C2(C(=O)NCCN3CCOCC3)CCOCC2)cc1,5,0,-4,0.8,0.2,3,3,-18,10
CC12CCC(C(N)=O)(C1Br)C2(C)C (configuration not stated),7,0,6,-0.6,-0.2,-2,7,-10,17
Cc1ccc(C(=O)OCC(=O)N2CCCC2)cc1,-7,13,-56*,0.0,0.0,-7,1,-6,-4

# High-throughput results from PubChem.
